GSH bead fluor: GSH bead compound fluorescence profile | AID 1776 | fluorescence (KMESF) at 10 µM | GSH beads flow cytometry, compound fluorescence 488/530 nm; active compounds read high | hit rate 0.25% among 190,000; in the data active means fluorescence above about 89;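 further: glutathione beads carrying GST-tagged Bcl family fusion proteins plus one bare bead set; values are compound well signal with DMSO vehicle wells as background; inactives centre near 16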
RGS4-Gao reg: human RGS4-Galphao interaction regulation. P09471. Multiplexed bead flow cytometry, RGS4-Galphao binding; actives lie on both sides. binding response (% of control), % at 10 µM. hit rate 0.33% among 220,000; in the data active means binding response below about 49% or above about 150%; inactive means in between;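 further: fluorescent Galphao activated with aluminum fluoride binding bead-coupled RGS4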
Bim-Bcl-XL: human Bim-Bcl-XL interaction inhibition; Q07817; Bim peptide-Bcl-XL binding, bead flow cytometry, fluorescence; inhibition, % at 10 µM; hit rate 0.04% among 190,000; AID 1007
ABCG2 block: blocks JC-1 efflux by human ABCG2 transporter; Q9UNQ0; IgMXP3 cells, flow cytometry; inhibition, % at 6.6 µM; hit rate 0.1% among 190,000;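 active means inhibition above 80%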;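 further: 0% = DMSO and 100% = nicardipine control wells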
Target sequence (Q9UNQ0 whole entry, looked up): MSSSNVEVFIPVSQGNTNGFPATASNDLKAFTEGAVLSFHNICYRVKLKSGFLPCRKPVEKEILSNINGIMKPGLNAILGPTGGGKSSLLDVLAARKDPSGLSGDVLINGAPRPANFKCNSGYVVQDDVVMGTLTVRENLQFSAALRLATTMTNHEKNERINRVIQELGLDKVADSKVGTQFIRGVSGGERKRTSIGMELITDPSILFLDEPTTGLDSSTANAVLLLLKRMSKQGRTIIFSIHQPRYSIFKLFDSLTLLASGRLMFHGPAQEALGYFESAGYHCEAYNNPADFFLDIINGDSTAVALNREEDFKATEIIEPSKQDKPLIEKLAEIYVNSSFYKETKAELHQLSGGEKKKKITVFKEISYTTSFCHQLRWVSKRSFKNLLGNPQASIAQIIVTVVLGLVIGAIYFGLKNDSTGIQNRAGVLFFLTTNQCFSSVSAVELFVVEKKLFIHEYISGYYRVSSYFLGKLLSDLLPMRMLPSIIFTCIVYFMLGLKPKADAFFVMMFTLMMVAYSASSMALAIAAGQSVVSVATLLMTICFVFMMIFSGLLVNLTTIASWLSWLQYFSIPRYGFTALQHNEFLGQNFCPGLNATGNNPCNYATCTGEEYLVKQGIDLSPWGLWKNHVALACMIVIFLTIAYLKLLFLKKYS
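Assay system – ABCG2 IgMXP3 and barcoded ABCB1 CCRF-Adr cell mix · Input – 3 million cells/mL in well · Reagent – JC-1 fluorescent substrate · Compound – single test compound dose, 6.6 µM final · Timing – 10 min exposure at 25 °C with rotation, no wash · Detection – flow cytometry of retained JC-1 fluorescence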
Bim-Bfl-1: human Bim-Bfl-1 interaction inhibition; Q16548; Bead-based flow cytometry, Bim-Bfl-1 binding inhibition; inhibition, % at 10 µM; hit rate 0.12% among 190,000;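 further: 0% = wells without compound plus tracer and 100% = blocker peptide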
ABCB1 block: inhibitors of human ABCB1 transporter, ABCG2 counter-screen. CCRF-Adr cells, JC-1 efflux, flow cytometry. AID 1326. hit rate 0.067% among 190,000. inhibition, % at 6.6 µM; in the data active means inhibition above about 40%;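 further: 0% = vehicle and 100% = reference inhibitor; higher value means more JC-1 retained so stronger ABCB1 efflux block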
Bcl-B Bim block: human Bim-Bcl-B interaction inhibition; Q9HD36; bead-based flow cytometry, Bim peptide-Bcl-B binding; inhibition, % at 10 µM; hit rate 0.073% among 190,000;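 further: 0% = tracer peptide without compound and 100% = reference inhibitor peptide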
Target sequence (Q9HD36 whole entry, looked up): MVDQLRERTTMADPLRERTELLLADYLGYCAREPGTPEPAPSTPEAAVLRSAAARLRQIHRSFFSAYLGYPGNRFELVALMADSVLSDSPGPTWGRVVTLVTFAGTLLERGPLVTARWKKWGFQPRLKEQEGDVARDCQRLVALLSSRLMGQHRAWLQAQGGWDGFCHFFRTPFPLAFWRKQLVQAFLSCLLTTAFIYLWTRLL
Bcl-2 Bim block: disrupts Bim peptide binding to human Bcl-2 | hit rate 0.06% among 190,000 | P10415 | AID 950 | inhibition, % at 10 µM | Bead-based flow cytometry, Bim peptide-Bcl-2 binding; in the data active means inhibition above about 40%; inconclusive means no clear call, values can overlap the other calls;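 further: 0% = no compound wells with probe peptide and 100% = reference peptide inhibitor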
RGS7-Gao reg: regulators of human RGS7-Galphao interaction. P09471. Multiplexed bead flow cytometry, RGS7-Galphao binding; actives lie on both sides. binding response (% of control), % at 10 µM. hit rate 0.35% among 220,000. AID 1439; in the data active means binding response below about 49% or above about 150%; inconclusive means no clear call, values can overlap the other calls; inactive means in between;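 further: fluorescent Galphao held in activated GDP-AlF4 state binding bead-coupled RGS7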
Bim-Bcl-W: inhibitors of Bim-Bcl-W interaction, human; inhibition, % at 10 µM; Q92843; AID 952; hit rate 0.02% among 190,000; bead-based flow cytometry, Bim peptide-Bcl-W binding;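 further: 0% = bound tracer without compound and 100% = peptide blocker; higher means less fluorescent Bim peptide bound to Bcl-W beads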
Avidin fluor: avidin bead compound fluorescence profile; Avidin beads, compound fluorescence 488/530 nm, flow cytometry; active compounds read high; fluorescence (KMESF) at 10 µM; hit rate 0.38% among 220,000; AID 1775; in the data active means fluorescence above about 47; further: inactives centre near 10
The depositor's hits bear a star; ? = inconclusive; / = no result given. Unless noted, no stated cut-off is given here; in the data, active means inhibition above about 40%. Compounds were not picked by outcome, and some 1.3% of all compounds hit somewhere here.

SMILES | GSH bead fluor | RGS4-Gao reg | Bim-Bcl-XL | ABCG2 block | Bim-Bfl-1 | ABCB1 block | Bcl-B Bim block | Bcl-2 Bim block | RGS7-Gao reg | Bim-Bcl-W | Avidin fluor
COc1ccc(/C=N\NC(=O)C2=NNC(=O)C2C)cc1 (stereo unspecified) | 15 | 95 | -3 | 9 | 1 | 0.4 | 0 | 2 | 101 | 0 | 5
CN1CCN(c2c(F)cc3c(=O)c(C(=O)O)cn(CCF)c3c2F)CC1 | 64 | 100 | -4 | 3 | 0 | / | 0 | 0 | 99 | -2 | 7
COc1cc(N=Cc2c(O)[nH]c3ccccc23)cc(OC)c1OC | 12 | 94 | 0 | 5 | 1 | 1.1 | 2 | 0 | 92 | 2 | 22
CN=CC1=C(O)c2ccccc2C1=O | 32 | 102 | 0 | 7 | -14 | 1.1 | -8 | -10 | 99 | 0 | 13
CN(C)S(=O)(=O)Oc1ccsc1C(=O)Nc1ccc(Br)cc1 | 11 | 103 | -2 | 8 | -12 | -0.1 | -9 | -9 | 106 | -3 | 31
Cc1[nH][nH]c(=O)c1C(c1ccc(-c2cccc(C(=O)O)c2)o1)c1c(C)[nH][nH]c1=O | 12 | 101 | -1 | 1 | -6 | 0.7 | 0 | 3 | 101 | 5 | 10
Cn1c(=O)c2[nH]c(-c3ccccc3)c(O)c2n(C)c1=O | 20 | 101 | -8 | 2 | -13 | 0.4 | -4 | -7 | 100 | -5 | 14
COc1cc2cc(C(c3nnnn3Cc3ccc(F)cc3)N3CCCCCC3)c(=O)[nH]c2cc1OC (stereo unspecified) | 15 | 109 | -3 | / | -9 | / | -7 | -1 | 112 | 0 | 4
CCN(CC)S(=O)(=O)c1cccc(C(=O)N[C@H](C(=O)OCC(=O)Nc2ccccc2)C(C)C)c1 | 26 | 92 | -5 | 7 | -14 | 0.8 | -11 | -12 | 92 | -2 | 10
CC(NC(=O)CSc1nc2c(c(C(F)(F)F)n1)CCc1ccccc1-2)c1ccccc1 (stereo unspecified) | 64 | 89 | -28 | 5 | -34 | 0.9 | -42 | -41 | 94 | -32 | 6
CCOC(=O)C1(CC2CC2)CCN(Cc2ccc(OC)cc2F)CC1 | 16 | 101 | -3 | -5 | -7 | -0.9 | -4 | -4 | 97 | 0 | 10
COC(=O)c1sccc1NC(=O)Cc1ccc(OC)cc1 | 10 | 100 | -3 | 8 | 1 | 0.9 | -5 | 1 | 103 | -1 | 4
CC(=O)Nc1ccc(S(=O)(=O)Nc2cccc(-c3cn4c(n3)SCC4)c2)cc1 | 21 | 95 | 0 | 0 | -4 | -0.1 | 0 | -2 | 88 | 0 | 9
Cc1cccc(-n2nc3c(c2NC(=O)c2ccco2)CSC3)c1C | 25 | 101 | -7 | 2 | -18 | -1.1 | -4 | -11 | 97 | 0 | 12
CC(=O)c1ccccc1NC(=O)COC(=O)c1ccccc1NC(=O)c1ccccc1 | 19 | 100 | -5 | 4 | -12 | 0.8 | -7 | -6 | 99 | -3 | 13
CCc1nnc(NC(=O)CCN(c2ccc(C)cc2)S(=O)(=O)c2ccccc2)s1 | 5 | 101 | -2 | 20 | 0 | 3.8 | -3 | 0 | 101 | -2 | 8
CC(C)C1C2=C(CC(C)(C)CC2=O)ON1c1ccccc1 (stereo unspecified) | 52 | 99 | -10 | 2 | -8 | 0.4 | -11 | -9 | 100 | 3 | 4
O=[N+]([O-])c1ccc(CSc2nnc(SCc3ccccc3)s2)cc1 | 12 | 96 | 34 | 13 | 24 | 1.2 | 21 | 10 | 95 | 23 | 9
COc1ccc(OC)c(NC(=O)CCNS(=O)(=O)c2ccc3c(c2)c(=O)n(C)c(=O)n3C)c1 | 14 | 95 | 0 | 1 | -4 | 0.2 | 5 | 0 | 97 | -3 | 8
CCCN(CCC)C1Sc2ccc(C(=O)OC)cc2NC1=O (stereo unspecified) | 14 | 102 | 1 | 3 | 0 | 1.0 | 2 | 1 | 107 | 0 | 15
C[C@@H](C(=O)Nc1cccc(S(=O)(=O)N2CCOCC2)c1)N1C(=O)C2CC=CCC2C1=O (stereo partly specified) | 14 | 98 | 0 | 3 | -4 | 0.3 | 0 | 0 | 98 | -4 | 10
CCOC(=O)c1sc(N)c(C#N)c1CSc1nc2ccc(C)cc2[nH]1 | 12 | 96 | 0 | 10 | 0 | 0.3 | -1 | -2 | 91 | -1 | 8
Clc1ccc2nc(-c3ccc4c(c3)OCO4)cn2c1 | 19 | 100 | 1 | 5 | -6 | 0.8 | -2 | -3 | 97 | 0 | 7
O=C(CN1C(=O)NC2(CCCCCCC2)C1=O)N1CCc2ccccc2C1 | 24 | 103 | 0 | 1 | -3 | 0.6 | -1 | -1 | 101 | 1 | 13
O=C(c1ccccc1)N(Cc1nc2ccccc2c(=O)[nH]1)C1CCCC1 | 27 | 91 | 0 | 0 | -8 | 0.9 | -3 | 0 | 99 | 0 | 10
O=C(CCN1C(=O)C2CC=C(Cl)CC2C1=O)NCc1ccccc1 (stereo unspecified) | 17 | 101 | -3 | 1 | 0 | 0.5 | -5 | 2 | 101 | -2 | 6
CCc1ccc(C(=O)CSc2n[nH]c(-c3ccncc3)n2)cc1 | 10 | 92 | -3 | 5 | 0 | 0.8 | 0 | 0 | 95 | -1 | 13
COC(=O)CN(c1ccccn1)S(=O)(=O)c1ccccc1 | 12 | 99 | 1 | 1 | 1 | 0.2 | 0 | 1 | 100 | 1 | 11
CCCOP(=O)(c1ccc(N(C)C)cc1)C(O)c1cc(OC)c(OC)c(OC)c1 (stereo unspecified) | 47 | 101 | -5 | 5 | -13 | 1.1 | -6 | -8 | 102 | -2 | 6
O=C(Nc1cccnc1)C1CCN(S(=O)(=O)c2cccs2)CC1 | 16 | 97 | 0 | 2 | 2 | -0.6 | 0 | -1 | ? | -2 | 8
CCN(CC)CCN1C(=O)C(=O)/C(=C(/O)c2ccc(OC)cc2)C1c1cccs1 (stereo unspecified) | 25 | 95 | -3 | 5 | -3 | 0.4 | -3 | -5 | 96 | -3 | 11
CNC(=O)CN(C)S(=O)(=O)c1ccc(F)cc1 | 12 | 108 | 2 | 2 | -4 | 0.1 | -5 | -5 | 106 | 1 | 5
CCOc1ccc(-n2cc(C(=O)c3cc(Cl)ccc3O)cc(C#N)c2=O)cc1 | 13 | 98 | -2 | 4 | -3 | 0.6 | 1 | -1 | 88 | -1 | 7
COc1cc(OC)c(OC)cc1/C=N/NC(=O)C[n+]1ccccc1 | 11 | 99 | -7 | 2 | 2 | 0.7 | -2 | 3 | 103 | -4 | 9
Cc1ccc(CCNC(=O)C2CCN(S(=O)(=O)c3cccc4nonc34)CC2)cc1 | 22 | 100 | -6 | 0 | -9 | 0.0 | -6 | -10 | 103 | 0 | 32
N#Cc1c(NCCO)nc(NCc2ccccc2)c2c1CCN(Cc1ccccc1)C2 | 13 | 96 | 0 | 1 | 2 | 1.3 | 3 | 2 | 94 | 0 | 10
O=C(NCCc1nc(-c2ccccc2)cs1)c1ccc(Br)cc1 | 8 | 103 | -3 | 6 | -4 | 1.2 | -3 | -3 | 102 | 0 | 3
C=CCN(CC=C)C(=S)Nc1ccc(OC)c(OC)c1 | 22 | 102 | -2 | 3 | -6 | 0.5 | -2 | -3 | 103 | 0 | 9
O=C(COC(=O)/C(=C/c1cccs1)c1cccs1)NC(c1ccccc1)c1ccccc1 | 6 | 92 | -3 | 30 | -2 | 2.4 | -5 | -1 | 86 | -4 | 16
COCCN(C(=O)/C=C/c1ccccc1)c1c(N)n(Cc2ccccc2)c(=O)[nH]c1=O | 15 | 91 | -3 | 0 | -4 | 0.1 | -3 | -3 | 102 | -1 | 11
O=[N+]([O-])c1ccc(N/N=C\c2cccn2-c2ccccc2)nc1 | 8 | 97 | 0 | 1 | 0 | 0.6 | 0 | -3 | 96 | -1 | 9
CC(C)C(=O)Nc1ccc(N2CCN(C(=O)c3cccs3)CC2)cc1 | 40 | 102 | -4 | 2 | -10 | 0.4 | -3 | -4 | 103 | 0 | 14
CCCCN(CCCC)CCCNC(=O)CC1Oc2ccc(C)cc2NC1=O (stereo unspecified) | 39 | 103 | 16 | 0 | -5 | 0.1 | -8 | -9 | 99 | 1 | 4
COCCN(CCOC)S(=O)(=O)c1ccc(C(=O)Nc2ccc(S(=O)(=O)Nc3nccc(C)n3)cc2)cc1 | / | 96 | 0 | -4 | 7 | -1.2 | -4 | 11 | 95 | 3 | 3
CCCC(=O)Nc1cccc(NC(=O)c2ccc(C)c([N+](=O)[O-])c2)c1 | 22 | 103 | 0 | 8 | -8 | 1.2 | -11 | -10 | 99 | 0 | 9
O=C(NC1CC1)C1CCN(c2ccc(S(=O)(=O)N3CCOCC3)cc2Cl)CC1 | 25 | 98 | -5 | 0 | -9 | 0.0 | -4 | -4 | 99 | 0 | 5
CCOc1ccc(/C=N/n2cnnc2)cc1 | 28 | 101 | -9 | 1 | -10 | 0.0 | -8 | -5 | 97 | 1 | 10
Cc1ccccc1NS(=O)(=O)c1ccc(OCC(=O)N2CCCC2)cc1 | 34 | 98 | -8 | 3 | -12 | 1.1 | -7 | -10 | 99 | -1 | 14
COc1ccc(C2CC(c3cccs3)=NN2C(=O)COC(=O)C2CCCCC2)cc1OC (stereo unspecified) | 15 | 98 | 0 | 5 | 5 | 7.8 | 1 | 3 | 98 | 0 | 10
COc1ccc(-n2c(C)cc(C)c(C(C)=O)c2=S)cc1 | 10 | 98 | -8 | 0 | -3 | -0.2 | -9 | -3 | 99 | -5 | 3
OC(COc1ccc(C2C=CCC2)cc1)CN1CCCCC1 (stereo unspecified) | 27 | 94 | 33 | 0 | 2 | 0.2 | -5 | 12 | 105 | 14 | 5
NC(=O)COc1ccc(-n2cnnn2)cc1 | 8 | 94 | -1 | 3 | -3 | 0.4 | 0 | 1 | 92 | -1 | 10
CC(C)(C)C(=O)N1N=C(c2ccc(NS(C)(=O)=O)cc2)CC1c1cccs1 (stereo unspecified) | 12 | 99 | 3 | 3 | -4 | 0.9 | 0 | -1 | 104 | 3 | 6
CCn1cc(CNC(=O)/C=C/c2ccc([N+](=O)[O-])cc2)cn1 | 19 | 102 | -13 | 4 | -13 | 0.2 | -10 | -9 | 102 | -7 | 13

Screening results from PubChem BioAssay.
